ARFGAP1 inh: inhibits rat ARF GTPase activating protein 1 | Q62848 | Arfgap1-stimulated ARF1 GTP hydrolysis, GDP FP detection | inhibition, % at 16.5 µM | 360,000 tested, 0.26% active | AID 651572;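 active = inhibition above a per-plate limit, mean inhibition of low control wells plus 3 SD, cut at about 25% in these data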;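 also: 0% = DMSO wells with enzyme and 100% = wells lacking Arfgap1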
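System: truncated rat Arfgap1 GAP domain / Benchmarks: high control wells lacking Arfgap1, low control full reaction with DMSO / Times: compound-enzyme preincubation 20 min, reaction 120 min, detection 60 min, 25 °C / Repeats: one replicate per compound / Also added: human ARF1(Δ1-17)-GTP substrate / Measured by: Tracer-displacement fluorescence polarization with EDTA stop, 620/688 nm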
mABHD4 FP: ABHD4 (mouse) inhibition, primary FP screen. 370,000 tested, 0.54% active. purified mABHD4, FP-Rh probe fluorescence polarization. inhibition, % at 8.92 µM. Q8VD66;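 active = inhibition exceeding the mean over every tested compound plus 3 SD, cut at about 30% in these data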;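 also: 0% = plate median of compound wells and 100% = S159A mutant with DMSO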
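Test system: mABHD4 protein | Buffer or medium: HEPES pH 7.0 buffer, 150 mM NaCl, 0.01% Pluronic F-127 | Probe or stimulus: FP-Rh fluorescent activity-based probe, added after compound pre-incubation | Timing: Pre-incubation 45 min, probe exposure 60 min, at 25 °C | Technique: Fluorescence polarization, excitation 525 nm, emission 598 nm, BODIPY TMR filters | Repeats: Single well per compound (singlicate)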
HTRA1 inhibitor: blocks human HTRA1 serine peptidase; inhibition, % at 5.96 µM; recombinant HTRA1, FP-rhodamine activity-based probe, fluorescence polarization; 340,000 tested, 0.5% active; Q92743; AID 504803; in the data active = inhibition above about 36%;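 also: 0% = enzyme with DMSO and 100% = wells lacking enzyme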
NPR1 activator: GC-A (human) enzyme activation. 370,000 tested, 0.14% active. AID 1671463. HEK293 GC-A cells, cGMP TR-FRET, EC30 ANP; 0% at EC30 ANP, 100% saturating ANP. activation, % at 10 µM; in the data active = activation above about 40%
Target sequence (P16066 whole entry, looked up): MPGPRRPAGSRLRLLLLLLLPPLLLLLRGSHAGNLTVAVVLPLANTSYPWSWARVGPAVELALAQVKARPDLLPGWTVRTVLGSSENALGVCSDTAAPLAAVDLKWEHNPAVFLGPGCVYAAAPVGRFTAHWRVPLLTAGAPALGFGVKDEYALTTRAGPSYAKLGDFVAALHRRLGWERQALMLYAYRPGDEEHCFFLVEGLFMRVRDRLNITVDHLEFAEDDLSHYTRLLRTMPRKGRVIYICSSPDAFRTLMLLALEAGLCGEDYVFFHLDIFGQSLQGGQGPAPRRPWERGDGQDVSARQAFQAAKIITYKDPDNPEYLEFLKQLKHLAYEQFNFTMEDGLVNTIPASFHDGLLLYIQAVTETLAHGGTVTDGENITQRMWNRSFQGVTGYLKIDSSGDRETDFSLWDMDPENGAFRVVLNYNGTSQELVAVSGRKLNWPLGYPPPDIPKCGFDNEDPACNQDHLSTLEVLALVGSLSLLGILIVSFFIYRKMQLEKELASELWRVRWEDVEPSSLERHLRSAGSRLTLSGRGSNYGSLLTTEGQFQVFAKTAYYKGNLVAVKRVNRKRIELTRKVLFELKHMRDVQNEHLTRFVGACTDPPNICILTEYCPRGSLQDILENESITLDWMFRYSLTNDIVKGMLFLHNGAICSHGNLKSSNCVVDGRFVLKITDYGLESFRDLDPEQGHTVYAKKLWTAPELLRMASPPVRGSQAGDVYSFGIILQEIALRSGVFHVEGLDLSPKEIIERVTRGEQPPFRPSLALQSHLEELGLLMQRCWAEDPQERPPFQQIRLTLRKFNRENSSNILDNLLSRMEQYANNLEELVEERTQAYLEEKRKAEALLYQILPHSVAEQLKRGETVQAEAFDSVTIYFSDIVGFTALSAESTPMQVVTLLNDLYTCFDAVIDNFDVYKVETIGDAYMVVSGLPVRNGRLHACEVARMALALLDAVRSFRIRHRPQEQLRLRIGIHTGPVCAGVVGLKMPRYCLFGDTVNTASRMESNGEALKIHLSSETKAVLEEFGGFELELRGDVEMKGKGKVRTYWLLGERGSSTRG
rCAG binder: r(CAG) repeat RNA binding; TO-PRO-1 dye displacement fluorescence; 370,000 tested, 1.3% active; AID 651821; inhibition, % at 3 µM;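 active = inhibition above the plate cutoff, the mean of all test compounds on that plate plus 3 SD, cut at about 35% in these data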;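 also: 0% = DMSO alone and 100% = 100 µM mitoxantrone as full dye displacement; higher means more dye released from RNA so lower well fluorescence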
PG9 Ab binder: PG9 antibody binding by small molecule. TR-FRET gp120-PG9 antibody binding. inhibition, % at 6.7 µM. 360,000 tested, 0.43% active. AID 624416; in the data active = inhibition above about 8.5%
ASAP1 GAP inh: ASAP1 ArfGAP inhibition; Q9ULH1; ASAP1-stimulated ARF1 GTP hydrolysis, GDP FP detection; inhibition, % at 16.5 µM; 360,000 tested, 0.19% active; in the data active = inhibition above about 25%;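 also: 0% = vehicle with enzyme and substrate and 100% = no enzyme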
Rev-erbA mod: modulates human Rev-erb alpha binding to DNA | P20393 | activity, % at 10 µM | 370,000 tested, 0.79% active | Rev-erbα–FITC-DNA binding, fluorescence polarization, 90 min;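 active = activity above about 14%, limit read from the data; passing the limit was not always enough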;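 also: 0% = DMSO wells with 35 nM protein and 100% = DMSO wells with 750 nM protein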
NPR2 activator: GC-B (human) receptor activation; HEK293-GC-B cells, CNP EC30, cGMP TR-FRET; 0% at EC30 CNP, 100% saturating CNP; activation, % at 10 µM; 370,000 tested, 0.11% active; AID 1920062; P20594;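 active = activation at 10 µM reaching about 35% in either raw or pattern-adjusted values, limit read from the data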
SMARCA2 activ: SMARCA2 function activation, primary screen. 370,000 tested, 1% active. MG213 cells, MMTV-luciferase reporter, dexamethasone, overnight. activation, % at 9.1 µM; in the data active = activation above about 7.8%;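 also: 0% = vehicle wells and 100% = reference activator wells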
* = called active by the depositor.

Fields: ARFGAP1 inh	mABHD4 FP	HTRA1 inhibitor	NPR1 activator	rCAG binder	PG9 Ab binder	ASAP1 GAP inh	Rev-erbA mod	NPR2 activator	SMARCA2 activ
#1 O=C(C1CCCN1S(=O)(=O)c1ccc(Br)cc1)N1CCOCC1 (configuration not stated)
    -5.6	8.2	-0.6	4.3	-1.1	0.5	14.1	-2.9	5.9	0.4
#2 Cc1ccsc1C(=O)NCCc1ccco1
    5.2	5.0	1.2	5.3	8.1	0.1	-9.9	-5.0	1.1	1.2
#3 CS(=O)(=O)c1ccc(Cl)c(NC(=O)CSc2nncn2-c2ccccc2)c1
    1.2	-13.2	-4.7	0.4	4.6	-0.9	11.4	-0.5	-0.5	-2.3
#4 Cc1nc2ncccn2c1-c1csc(Nc2ccc(N(C)C)cc2)n1
    5.9	27.9	34.0	-12.1	11.3	-22.1	3.0	-4.1	-4.9	1.6
#5 Cc1ccc(C(=O)NCC(=O)OCC(=O)Nc2ccccc2C#N)s1
    13.1	4.5	-2.1	-0.1	1.2	-0.4	-2.4	-4.6	-0.5	4.1
#6 COC(=O)c1ccc(NC(=O)CSc2nnc(COc3ccccc3)n2C)cc1
    0.3	-6.2	5.8	-2.4	5.2	-2.3	6.9	6.0	-1.1	0.0
#7 COc1ccc(C(=O)N/N=C/c2cn[nH]c2-c2ccc(OC)cc2OC)cc1
    4.0	-5.9	2.7	-0.9	0.7	-1.9	29.0*	3.7	-1.1	-0.6
#8 COc1cccc(-n2c(C)cc(/C=C3/C(=N)N4C(=NC3=O)SN=C4S(C)(=O)=O)c2C)c1
    -8.8	-2.3	-17.4	-1.6	65.4*	-2.0	11.4	-1.9	-0.3	-3.4
#9 COc1ccc(CCNC(=O)CSc2ccc(-c3ccncc3)nn2)cc1
    0.5	-3.4	2.7	0.3	-6.8	-0.8	2.1	-2.7	4.4	0.9
#10 CN(C)/C=N/C(=S)Nc1ccc(Cl)cc1
    14.7	2.0	-2.1	-1.0	-2.0	-1.4	-0.1	-5.1	1.8	2.3
#11 COc1ccc(C(CC(=O)NCc2ccccc2)Sc2n[nH]c(-c3ccc(Cl)cc3)n2)cc1 (configuration not stated)
    -5.1	-5.4	-3.4	-3.1	-0.7	0.6	1.7	0.5	-1.7	-0.5
#12 CCCCN(C(=O)c1cc2c(s1)CCC2)c1c(N)n(CCC)c(=O)[nH]c1=O
    -7.6	-0.1	12.7	-0.6	8.0	-1.1	-5.0	-16.9	10.1	-0.3
#13 COc1nccnc1NS(=O)(=O)c1ccc(NCc2ccccc2O)cc1
    -3.9	3.5	0.4	0.4	3.2	-0.9	-0.1	1.6	-1.0	-2.4
#14 COC(=O)c1c(NC(=O)C2(C)Cc3ccccc3C(=O)O2)sc2c1CCCC2 (configuration not stated)
    -1.4	-15.8	-9.2	1.7	2.5	-0.3	2.6	5.0	-4.2	-3.4
#15 Cc1ccc(NC(=O)Cn2ncc3ccccc32)c(Cl)c1
    -1.1	-1.9	-6.2	1.2	-0.8	0.5	4.6	-3.9	3.3	-1.9
#16 COc1ccccc1C1NC(=O)NC(C)=C1C(=O)OC1CCCCC1 (configuration not stated)
    10.1	0.7	8.5	2.4	-0.4	-0.5	11.3	-2.7	-7.5	-3.3
#17 O=C(CC(c1ccccc1)c1cc(Br)ccc1O)NCc1ccco1 (configuration not stated)
    -5.8	0.1	-45.7	-22.8	2.6	-2.3	0.2	-2.2	-15.1	-1.6
#18 CC(=O)c1ccc(S(=O)(=O)NCCCC(=O)N(C)Cc2ccc3c(c2)OCO3)cc1
    -17.5	-4.4	3.9	1.7	1.6	-1.0	0.8	-5.0	2.0	-4.5
#19 CCn1c(SCC(=O)Nc2nccs2)nnc1-c1ccccn1
    -0.1	-2.5	5.3	-0.4	-3.5	-3.3	5.3	1.6	-0.2	2.6
#20 Cc1cc(C)cc(N(C(=O)c2csnn2)C(C(=O)NC2CCCC2)c2ccccn2)c1 (configuration not stated)
    8.7	13.3	-1.0	-3.9	3.4	-1.9	9.3	-2.7	-1.0	0.9
#21 Oc1[nH]c2ccc(Br)cc2c1N=Nc1nn[nH]n1
    -7.4	1.0	7.8	-3.4	2.6	-14.8	-5.8	0.0	-0.5	3.6
#22 CC(C)CC(=O)c1c[nH]c(C(=O)N2CCN(Cc3ccccc3)CC2)c1
    -7.1	4.6	2.9	-1.5	-0.3	1.2	3.1	1.4	3.1	-5.5
#23 COc1cc([N+](=O)[O-])ccc1NC(=O)COC(=O)C=C(C)C
    2.0	0.0	1.5	4.9	-2.5	2.6	-1.1	-1.9	1.8	-3.8
#24 O=C(Nc1ccc(S(=O)(=O)Nc2ccccn2)cc1)C(F)(F)F
    -5.8	0.4	-5.1	4.7	3.1	1.4	-5.6	0.7	1.6	0.9

Pulled by compound from the entries so far, 5 records:
Fields: ARFGAP1 inh	mABHD4 FP	HTRA1 inhibitor	NPR1 activator	rCAG binder	PG9 Ab binder	ASAP1 GAP inh	Rev-erbA mod	NPR2 activator	SMARCA2 activ
#24 O=C(Nc1ccc(S(=O)(=O)Nc2ccccn2)cc1)C(F)(F)F
    -5.8	0.4	-5.1	4.7	3.1	1.4	-5.6	0.7	1.6	0.9
#18 CC(=O)c1ccc(S(=O)(=O)NCCCC(=O)N(C)Cc2ccc3c(c2)OCO3)cc1
    -17.5	-4.4	3.9	1.7	1.6	-1.0	0.8	-5.0	2.0	-4.5
#1 O=C(C1CCCN1S(=O)(=O)c1ccc(Br)cc1)N1CCOCC1 (configuration not stated)
    -5.6	8.2	-0.6	4.3	-1.1	0.5	14.1	-2.9	5.9	0.4
#13 COc1nccnc1NS(=O)(=O)c1ccc(NCc2ccccc2O)cc1
    -3.9	3.5	0.4	0.4	3.2	-0.9	-0.1	1.6	-1.0	-2.4
#6 COC(=O)c1ccc(NC(=O)CSc2nnc(COc3ccccc3)n2C)cc1
    0.3	-6.2	5.8	-2.4	5.2	-2.3	6.9	6.0	-1.1	0.0

ASAP1 GAP inh: hit marks shown above
item | SMILES | ARFGAP1 inh | mABHD4 FP | HTRA1 inhibitor | NPR1 activator | PG9 Ab binder | ASAP1 GAP inh | Rev-erbA mod | NPR2 activator | SMARCA2 activ
7 | COc1ccc(C(=O)N/N=C/c2cn[nH]c2-c2ccc(OC)cc2OC)cc1 | 4.0 | -5.9 | 2.7 | -0.9 | -1.9 | 29.0* | 3.7 | -1.1 | -0.6

Assay outcomes: PubChem, several laboratories
